HT1080-NT tox – kills 2HG-producing HT-1080-NT fibrosarcoma cells; HT-1080-NT fibrosarcoma viability, CellTiter-Glo ATP luminescence, 48 h; Potency, µM (series often up to 46.1 µM), for inactives: at the highest dose activity, negative = less viability, usual class: cytotoxic; hit rate 1.6% among 360,000;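 note: NT is the 2HG producing partner of a matched IDH1 knockdown line; potency is the fitted concentration of half-maximal effect; 0% = DMSO-treated cells and -100% = media-only wells without cells; nearly all actives have a fitted effect of over 55% in size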
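Luminescent CellTiter-Glo readout after 48 hours of compound exposure at 37 degrees C defined viability of HT-1080-NT cells. Activity was normalized to DMSO wells and cell-free media wells; concentration-response curves were fitted and assigned curve classes.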
IL-1B inflam inh – inflammasome signaling inhibition, IL-1 beta readout. THP-1 LPS/ATP IL-1B secretion, AlphaLISA, 16 h; active compounds read low. activity change, % at 57.5 µM. hit rate 4.7% among 360,000. AID 743279; in the data active = activity change below about -50%; inconclusive = mostly about -30% to -49%; note: % is set by controls: 0 for no effect and ±100 for the full control effect
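Secreted IL-1B measured by AlphaLISA bead assay after 16 h compound exposure of THP-1 cells; compounds (final up to 57.5 uM) added 1 h before LPS (250 ng/mL) and ATP (1.25 mM) stimulation; lower signal means less secretion.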
KB-3-1 cytotox – KB-3-1 parental cell cytotoxicity; Potency, µM (top dose mostly 46.1 µM), for inactives: top-dose activity change, negative = cytotoxic, actives largely listed as cytotoxic; KB-3-1 viability, CellTiter-Glo ATP luminescence, 72 h; AID 1347075; hit rate 1.4% among 400,000; note: potency is the fitted concentration of half-maximal effect; % is set by controls: 0 for no effect and ±100 for the full control effect; nearly all actives have a fitted effect of over 60% in size
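Cytotoxicity in the drug-sensitive parental line KB-3-1 was scored as loss of CellTiter-Glo luminescence following 72 h incubation with compound. Values come from curve fitting of normalized concentration-response data.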
DRD3 antagonist – antagonists of human D3 dopamine receptor; P35462; D3R cells, DiscoveRx beta-arrestin luminescence, antagonist mode; active compounds read low; max response, negative = inhibition, %; hit rate 2.5% among 360,000; AID 652054; in the data active = max response below about -50%; inconclusive = no clear call, values can overlap the other calls; note: % is set by controls: 0 for no effect and ±100 for the full control effect; mostly tested at two doses, the higher about 12 µM
Target sequence (P35462 whole entry, looked up): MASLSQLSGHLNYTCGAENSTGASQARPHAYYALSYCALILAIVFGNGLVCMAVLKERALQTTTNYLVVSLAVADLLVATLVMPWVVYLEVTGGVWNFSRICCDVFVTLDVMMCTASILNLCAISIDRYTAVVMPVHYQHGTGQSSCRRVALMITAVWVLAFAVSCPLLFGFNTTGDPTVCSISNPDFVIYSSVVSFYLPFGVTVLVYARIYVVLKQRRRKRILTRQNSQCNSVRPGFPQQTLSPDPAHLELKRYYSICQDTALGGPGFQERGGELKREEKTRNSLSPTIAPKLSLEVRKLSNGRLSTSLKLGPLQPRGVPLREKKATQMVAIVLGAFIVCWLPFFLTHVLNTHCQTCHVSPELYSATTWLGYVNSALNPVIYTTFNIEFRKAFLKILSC
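Cells plated overnight at 1500 cells/well, then exposed to library compounds with dopamine controls for 90 minutes at 37 degrees C. DiscoveRx reagent added for 30–60 minutes at room temperature; luminescence read, quantitative HTS format.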
KB-V1 MDR tox – KB-V1 MDR subline cytotoxicity | Potency, µM (highest dose often 46.1 µM), for inactives: at the top dose activity change, negative = cytotoxicity, most hits filed as cytotoxic | hit rate 3.4% among 400,000 | KB-V1 MDR cells viability, CellTiter-Glo, 72 h | AID 1347076; note: potency is the fitted concentration of half-maximal effect; % is set by controls: 0 for no effect and ±100 for the full control effect; nearly all actives have a fitted effect of over 60% in size
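Potencies derive from concentration-effect curves fitted to normalized luminescence (CellTiter-Glo) of KB-V1 cells treated for 72 h at 37 degrees C in phenol-red-free DMEM containing 10% FBS.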
GLP-1R agonist – GLP-1 receptor (human) agonism; AID 624172; HEK293 GLP-1R CRE-luciferase, luminescence, 4-6 h; cells express a hypersensitive GLP-1R form; hit rate 0.007% among 380,000; P43220; Potency, µM (highest dose often 45.6 µM), for the others: at the top dose activation, most hits filed as activators; note: potency is the fitted concentration of half-maximal effect; % of control where 0% means no effect
Target sequence (P43220 whole entry, looked up): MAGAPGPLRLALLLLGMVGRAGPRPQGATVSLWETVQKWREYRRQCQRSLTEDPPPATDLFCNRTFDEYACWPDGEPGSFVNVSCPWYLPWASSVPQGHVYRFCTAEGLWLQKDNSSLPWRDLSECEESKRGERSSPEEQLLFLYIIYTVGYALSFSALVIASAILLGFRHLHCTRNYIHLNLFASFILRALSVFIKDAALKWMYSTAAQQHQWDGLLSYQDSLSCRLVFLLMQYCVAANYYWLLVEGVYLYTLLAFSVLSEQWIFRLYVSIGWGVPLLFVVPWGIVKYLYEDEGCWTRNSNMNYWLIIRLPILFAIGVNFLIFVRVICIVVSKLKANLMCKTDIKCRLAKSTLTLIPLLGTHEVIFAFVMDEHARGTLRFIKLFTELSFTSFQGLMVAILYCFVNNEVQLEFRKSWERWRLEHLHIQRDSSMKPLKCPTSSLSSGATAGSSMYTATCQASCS
HT1080 IDH1KD tx – toxicity to HT-1080 IDH1 knockdown cells (counter line); HT-1080 IDH1 knockdown viability, ATP luminescence, 48 h; Potency, µM (top dose mostly 46.1 µM), inactives show at the highest dose activity, negative = toxicity, usual class: cytotoxic; hit rate 2% among 360,000; AID 686971;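 note: potency is the fitted concentration of half-maximal effect; 0% = DMSO wells and -100% = cell-free medium wells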
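Knockdown cells (IDH1KD HT-1080) received compounds 2 h after plating at 750 cells/well and were kept 48 h at 37 °C in 5% FBS RPMI. A CellTiter-Glo luminescence read gave % activity for curve fitting.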
SW480 rerep – induces DNA re-replication in SW480 colon adenocarcinoma cells; AID 624297; SW480 DNA re-replication, Hoechst DNA content imaging, 48 h; Potency, µM (titrated, usually from 46.1 µM), for the others: at the top dose re-replication activation, usual class: activators; hit rate 1.8% among 340,000; note: potency is the fitted concentration of half-maximal effect; % of control where 0% means no effect; nearly all actives have a fitted effect of over 55% in size
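Readout is total intensity of Hoechst-stained nuclei, excited at 405 nm and collected at 500-530 nm. Compound treatment lasted 48 hr at 37 C in 5% CO2 before staining.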
D3 ag – activates the human D3 dopamine receptor. D3R DiscoveRx beta-arrestin cells, luminescence, 90 min. AID 652048. max activation, %. hit rate 0.58% among 410,000; in the data active = max activation above about 30%; note: 0% is about no effect; mostly tested at two doses, the higher about 12 µM
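Agonist mode: compounds and dopamine controls were applied to plated cells for 90 min at 37 degrees C after an overnight attachment at 1500 cells/well. Luminescent read-out followed 30 - 60 minutes at room temperature with DiscoveRx detection reagent.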
Active calls of the source: *; ? = inconclusive; nt = not tested or not shown; & = joins results of further samples; [ ] = dose if it differs, or a comment. Unless noted, calls come from the whole dose curve; as a rule, active = well fitted curve in the direction sought with a large enough effect; inconclusive = small, poorly fitted or top-dose-only effect, or another doubt; inactive = no such curve, though single readings can be large; an effect the other way counts as inactive or inconclusive.

| No. | SMILES | HT1080-NT tox | IL-1B inflam inh | KB-3-1 cytotox | DRD3 antagonist | KB-V1 MDR tox | GLP-1R agonist | HT1080 IDH1KD tx | SW480 rerep | D3 ag |
| --- | --- | --- | --- | --- | --- | --- | --- | --- | --- | --- |
| 1 | COc1ccc(C)cc1-n1c(SCC(=O)Nc2cc(C)on2)nc2ccccc2c1=O | -27.5% | 9.7 | ? | -3.7 | 18.4µM* | 13.4% | -27.3% | 0.7% | -7.4 |
| 2 | CC(C)c1ccc(/C=C/C(=O)N2CCCCCC2)cc1 | 11.3% | 0.0 | 10.0% | ? | 9.0% | -0.2% | 6.6% | -1.3% | -11.7 |
| 3 | Cc1nnn(C23CC4CC(CC(CC(=O)Nc5cccc(F)c5)(C4)C2)C3)n1 | 7.9% | 35.6 | 17.5% | 6.7 | -3.2% | 7.3% | 1.0% | 2.8% | 1.0 |
| 4 | CC(C)OC(=O)c1cn(-c2ccccc2)nc1-c1ccc2c(c1)OCCO2 | -11.9% | ? | -11.3% | 41.8 | 7.31µM* | 15.0% | -22.3% | 1.9% | 15.6 |
| 5 | COc1ccc(OC)c(N=c2oc3c(OC)cccc3cc2C(=O)NCc2ccco2)c1 | 0.5% | 34.2 | -5.0% | -19.2 | 18.6% | -1.0% | 1.0% | -6.7% | 1.8 |
| 6 | Cc1cc(NC(=O)CSc2nnc(C3CC3)n2N)no1 | 1.1% | 0.0 | -15.2% | -20.3 | -4.2% | -5.1% | -0.8% | -0.4% | -15.1 |
| 7 | O=C(CN1C2=NCCCN2c2ccccc21)c1ccc2c(c1)OCO2 | -0.9% | ? | 0.6% | -14.4 | -7.0% | 0.1% | ? | 0.9% | -13.9 |
| 8 | Cc1nn(Cc2ccc(Cl)cc2Cl)c(Cl)c1/C=C/C(=O)OCC(=O)NCC(F)(F)F | -5.3% | 0.1 | -2.0% | -4.7 | -10.7% | -0.2% | -21.5% | -2.8% | 2.8 |
| 9 | O=C(/C=C/c1ccco1)N1CCN(S(=O)(=O)c2ccc(F)c(F)c2F)CC1 | -10.9% | -4.3 | 0.5% | 14.3 | -1.4% | 10.7% | -1.2% | -5.3% | -1.1 |
| 10 | CCOc1ccc(N(CC(=O)NCc2ccccc2OC)S(C)(=O)=O)cc1 | 1.4% | 19.7 | 5.2% | 35.6 | 6.4% | -3.5% | 3.6% | -1.8% | 5.7 |
| 11 | CCN(CC(=O)Nc1ccc(OC)cc1)C(=O)CSCc1c(C)noc1C | 7.9%[9.24 µM] | 14.1 | 0.3% | 1.1 | ? | -3.5% | -5.0% | -33.6%[inhibitor] | -2.2 |
| 12 | COc1cc(-c2nn3c(-c4cccnc4)nnc3s2)cc(OC)c1OC | 3.6% | 29.1 | 3.6% | 58.7 | 18.4% | -3.9% | 12.5% | -5.4% | -8.5 |
| 13 | COC(=O)c1cc(COC(=O)c2cccnc2SC)oc1C | 9.9% | -0.3 | -0.1% | 3.2 | -2.2% | 14.4% | 1.3% | -0.1% | 1.4 |
| 14 | Cc1ccc(S(=O)(=O)N2CCOCC2)cc1C(=O)OCC(=O)N1CCCC1=O | 20.9% | 12.9 | 1.8% | 0.8 | 3.8% | -0.2% | 17.1% | -14.6% | 0.3 |
| 15 | Nc1nc2cc(Cl)ccc2cc1C(=O)NCCCc1ccccc1 | ? | 44.3 | -28.1% | 0.0 | -22.3% | 3.5% | -22.9% | nt | -15.1 |
| 16 | Cc1cc(C(=O)COC(=O)CCC(=O)c2ccc3c(c2)OCCO3)c(C)n1Cc1ccco1 | 3.0% | 4.8 | 5.1% | 8.8 | 12.1% | -3.9% | 5.8% | -4.7% | 2.7 |
| 17 | Fc1ccccc1CCNc1c2c(nc3ncnn13)CCCC2 | 0.2% | -0.8 | ? | 8.7 | -20.9% | 14.9% | -10.2% | -8.5% | 2.5 |
| 18 | COc1cc(CNC2CCCCCC2)cc(OC)c1O | 5.4% | 7.7 | 11.5% | -6.8 | 2.8% | -8.7% | 6.1% | 2.0% | 5.6 |
| 19 | O=C(NCCNCC(O)COc1ccc(O)cc1)N1CCOCC1 (stereo not drawn) | ? | 5.8 | 0.0% | -16.8 | 13.5% | 1.8%&-1.6% | 7.4% | 1.1%&-7.8% | 0.0&-25.7 |
| 20 | Cc1nn(CC(=O)Nc2ccc3nc4n(c(=O)c3c2)CCCC4)c(C)c1[N+](=O)[O-] | 10.7% | -6.1 | 0.3% | 37.5 | -4.9% | 19.1% | 8.6% | -25.9% | 8.9 |
| 21 | O=C(O)c1cc(NCc2ccc(F)cc2)ccc1N1CCOCC1 | 10.7% | -4.2 | -3.7% | 9.2 | -1.0% | 6.1% | 13.9% | -8.1% | -8.3 |
| 22 | CSCCC(NC(=O)c1ccccc1)C(=O)N/N=C(\C)c1ccccc1 (stereo not drawn) | 6.2% | 0.2 | 18.2% | 9.5 | ? | 19.1% | 12.0% | -73.1%[inhibitor] | -7.3 |
| 23 | CC(C)C(NC(=O)c1ccc(Br)cc1)C(=O)NC1=NCCS1 (stereo not drawn) | 3.9% | 0.0 | ? | 3.4 | 0.0% | 10.0% | -3.4% | -9.6% | 1.1 |
| 24 | CC(C)(C)OC(=O)N1CCCC1C(=O)NCCc1ccccc1 (stereo not drawn) | 10.1% | 0.9 | -4.8% | -1.1 | 0.0% | 1.7% | 14.7% | 0.4% | -4.7 |
| 25 | COc1ccc(C(=O)Nc2ccccn2)cc1 | 16.5% | -0.1 | 7.1% | -15.8 | 13.8% | -10.7% | 9.0% | -3.4% | 1.1 |
| 26 | COc1ccc(C2C3=C(CCCC3=O)Nc3n[nH]c(C)c32)cc1OC (stereo not drawn) | -5.8% | 9.7 | 3.3% | 5.3 | -2.6% | 1.4% | -0.1% | ? | 7.6 |
| 27 | CSc1cccc(NCc2ccc([N+](=O)[O-])cc2)c1 | 4.6% | 6.0 | 12.5% | 8.2 | 4.9% | 9.5% | 0.9% | 5.6% | 6.1 |
| 28 | CN1CCN(C(=O)C2=C[C@@H](c3csc4ccccc34)C[C@@H](OCCCCO)O2)CC1 | -4.0% | -20.9 | 2.4% | ? | 14.9% | -3.1% | -9.7% | -2.8% | -45.4 |
| 29 | Clc1cc(Cl)cc(Nc2ncn[nH]2)c1 | 3.4% | 8.0 | -7.2% | 16.8 | -13.9% | -1.3% | -1.8% | -3.6% | 7.3 |
| 30 | O=C1c2ccsc2SCCN1Cc1ccc(F)cc1 | 13.2% | 4.3 | 6.0% | -2.8 | -1.5% | -1.9% | 10.6% | -5.0% | 0.9 |
| 31 | CC1=C(c2ccc(C(C)C)cc2)S(=O)(=O)N=C1N1CCN(C(=O)c2ccco2)CC1 | -0.4% | 10.7 | 14.0% | 6.7 | -6.0% | -1.6% | 11.3% | -9.9% | 1.8 |
| 32 | N/C(=N\N=C\c1ccc(Br)o1)c1nonc1N | 18.5% | 0.0 | -2.7% | -1.2 | -11.6% | 13.7% | 7.1% | 3.8% | 8.6 |
| 33 | CCC(=O)N1CCC1(C)C(=O)Nc1ccc2c(c1)CCN2C(C)=O (stereo not drawn) | 23.6% | -3.5 | 0.0% | -6.6 | 4.7% | -0.2% | 10.1% | nt | -0.7 |
| 34 | COC(=O)c1cc(Cc2ccc(N)c(C(=O)OC)c2)ccc1N | 5.4% | 19.5 | ? | 9.9 | 20.6µM* | 19.5% | -5.8% | 2.2% | 5.8 |
| 35 | COc1ccc(C)cc1S(=O)(=O)N1CCN(C(=O)c2ncoc2-c2ccccc2F)CC1 | 1.7% | 13.5 | 2.5% | 12.8 | ? | 7.4% | 1.9% | -0.6% | 2.6 |
| 36 | CCn1c2ccccc2c2nnc(NN)nc21 | -1.6% | 31.9 | -14.1% | 6.6 | -14.3% | 27.2% | 2.9% | ? | 6.7 |
| 37 | COc1ccccc1CNC(=O)CNC(=O)[C@@H]1Cc2ccccc2CN1 | -0.4% | 7.4 | 18.9% | 0.7 | 2.3% | -4.0% | 7.2% | -7.6% | 4.3 |
| 38 | CC1Cc2ccccc2N1C(=S)NC(=O)C1(C)CC1(Cl)Cl (stereo not drawn) | -20.1% | 10.8 | -28.2% | -6.8 | ? | 0.1% | -26.4% | -2.3% | -0.8 |
| 39 | O=C(NCC1CCCO1)C1CCN(C2CCN(CCCC3CCCC3)CC2)CC1 (stereo not drawn) | -21.4% | -28.2 | -12.3% | 0.6 | 17.1% | -3.5% | -28.6% | ? | -5.9 |
| 40 | CCN(CC)CC(=O)Nc1cccc2c1C(=O)c1ccccc1C2=O | 7.4% | -11.0 | 0.8% | 27.7 | -2.3% | -3.4% | 4.4% | -10.8% | 7.9 |
| 41 | CN1C(=O)N(C)C(NC(=O)Nc2ccccc2)C1NC(=O)Nc1ccccc1 (stereo not drawn) | 3.9% | 2.6 | 3.5% | -7.6 | 17.3% | 12.9% | 9.4% | 4.6% | 1.6 |
| 42 | O=C(c1ccc([N+](=O)[O-])cc1)n1nc(-c2ccccc2)nc1NCc1ccc(F)cc1 | 18.0% | -24.1 | -5.7% | -21.3 | -11.0% | 8.2% | 1.4% | 6.1% | -15.3 |
| 43 | O=C(O)/C=C/C(=O)NCC1CCC(CNC(=O)/C=C/C(=O)O)CC1 (stereo not drawn) | 7.5% | 1.1 | 1.3% | 19.4 | -14.0% | -1.6% | 8.3% | -3.4% | 8.1 |
| 44 | C/C(=N\NC(=O)c1c(Cl)cnn1C)c1ccc(NC(=O)c2ccc(Br)o2)cc1 | -9.8% | 22.3 | -5.9% | 4.0 | 0.8% | 5.0% | -1.3% | ? | -10.3 |
| 45 | COc1ccc2c(c1)[C@@H]1[C@H](CO2)[C@H](c2ccccc2)[C@]2(C)C(=O)Nc3ccc(C)cc3C(=O)N12 | -26.6% | -2.0 | ? | -2.1 | ? | -1.5% | -15.3% | 11.0% | 2.6 |
| 46 | Cc1ccc(Cl)cc1NC(=O)COC(=O)c1ccc(CN2CCCC2=O)cc1 | 28.6% | 14.0 | -5.3% | 4.0 | -3.8% | -6.7% | 6.5% | 21.0% | -15.1 |

Assay outcomes as filed in PubChem BioAssay.
